Compound activity as filed in PubChem.
CHRM1 PAM: human CHRM1 positive allosteric modulation. P11229. CHO-K1 hM1, Fluo-8 calcium fluorescence, ACh EC20; 0% = ACh EC20, 100% = maximal ACh. activation, % at 3 µM. 0.088% of 360,000 active. AID 588819; in the data active = activation above about 19%, passing the limit was not always enough
M1 antag: blocks human M1 muscarinic receptor. P11229. CHO-K1 hM1, Fluo-8 calcium fluorescence, ACh EC80 antagonist. inhibition, % at 3 µM. 1.3% of 360,000 active. AID 588852;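 active = percent inhibition above its own plate's cutoff, namely the mean of that plate's compound wells plus 3 SD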;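 note: peak over basal fluorescence ratio during 140 s after agonist addition; 0% = ACh EC80 plus DMSO and 100% = DMSO alone without agonist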
CHRM1 agonist: human M1 muscarinic receptor agonism; P11229; 0.33% of 360,000 active; AID 588814; CHO-K1 hM1, Fluo-8 calcium fluorescence, agonist mode; 0% DMSO, 100% acetylcholine EC100; activation, % at 3 µM;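 active = activation above the run's mean compound activation plus 3 SD, cut at about 16% in these data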;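 note: peak over basal fluorescence ratio within a 140 s kinetic read after compound addition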
CHRM5 agonist: agonists of human muscarinic M5 receptor (CHRM5); CHO-K1 hM5 cells, Fluo-8 calcium fluorescence; 0% DMSO wells, 100% maximal acetylcholine response; 0.19% of 360,000 active; P08912; activation, % at 3 µM; AID 624037;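 active = activation above the run's mean over test compounds plus 3 SD, cut at about 23% in these data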;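 note: signal is peak over basal fluorescence ratio across the kinetic read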
Target sequence (P08912 whole entry, looked up): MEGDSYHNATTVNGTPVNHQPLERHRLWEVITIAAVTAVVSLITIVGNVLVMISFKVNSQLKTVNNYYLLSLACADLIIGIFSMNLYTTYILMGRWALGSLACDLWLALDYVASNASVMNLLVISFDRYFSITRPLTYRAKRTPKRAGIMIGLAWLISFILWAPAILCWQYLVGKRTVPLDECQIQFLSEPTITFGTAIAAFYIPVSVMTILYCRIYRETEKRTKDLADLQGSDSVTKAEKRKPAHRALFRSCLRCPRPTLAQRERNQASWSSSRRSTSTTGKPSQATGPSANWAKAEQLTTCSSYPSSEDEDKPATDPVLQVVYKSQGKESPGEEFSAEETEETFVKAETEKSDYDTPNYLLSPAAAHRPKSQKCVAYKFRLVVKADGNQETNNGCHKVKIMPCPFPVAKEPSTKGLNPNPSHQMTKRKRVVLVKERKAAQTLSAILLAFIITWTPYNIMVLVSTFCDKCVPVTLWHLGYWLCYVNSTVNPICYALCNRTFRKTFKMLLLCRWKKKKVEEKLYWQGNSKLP
CHRM5 antagonist: antagonists of human muscarinic M5 receptor (CHRM5) | P08912 | CHO-hM5 cells, Fluo-8 calcium fluorescence, ACh EC80 | inhibition, % at 3 µM | 0.59% of 360,000 active;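 active = inhibition above a per-plate cutoff, the mean of that plate's test compounds plus 3 SD, cut at about 27% in these data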;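 note: 0% = acetylcholine EC80 with DMSO and 100% = DMSO without agonist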
CHRM4 agonist: agonists of human muscarinic M4 receptor (CHRM4) | CHO-K1 hM4/Gqi5, Fluo-8 calcium fluorescence; vehicle 0%, full acetylcholine response 100% | activation, % at 3 µM | 0.14% of 360,000 active;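 active = activation above the run mean over all test wells plus 3 SD, cut at about 32% in these data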;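 note: peak over basal fluorescence ratio per well then scaled between controls; 0% = DMSO wells and 100% = acetylcholine at EC100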
Target sequence (P08173 whole entry, looked up): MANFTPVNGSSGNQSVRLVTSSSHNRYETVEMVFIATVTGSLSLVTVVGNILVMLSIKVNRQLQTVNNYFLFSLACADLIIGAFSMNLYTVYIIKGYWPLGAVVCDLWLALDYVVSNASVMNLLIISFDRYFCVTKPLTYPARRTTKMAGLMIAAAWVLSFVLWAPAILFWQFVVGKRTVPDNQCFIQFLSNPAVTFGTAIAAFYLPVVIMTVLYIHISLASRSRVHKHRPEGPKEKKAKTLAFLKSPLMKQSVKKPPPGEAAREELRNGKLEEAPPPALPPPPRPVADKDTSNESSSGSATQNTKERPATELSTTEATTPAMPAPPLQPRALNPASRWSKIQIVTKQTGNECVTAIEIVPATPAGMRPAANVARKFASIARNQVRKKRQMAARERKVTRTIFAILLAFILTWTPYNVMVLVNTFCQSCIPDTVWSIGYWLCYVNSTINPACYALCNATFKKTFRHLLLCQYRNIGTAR
M4 antag: CHRM4 antagonism in calcium assay. 0.73% of 360,000 active. inhibition, % at 3 µM. CHO-hM4 cells, ACh EC80, Fluo-8 calcium fluorescence. P08173. AID 624125;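 active = inhibition above its plate's cutoff, the mean inhibition of sample wells plus 3 SD, cut at about 27% in these data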;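 note: 0% = acetylcholine EC80 with DMSO and 100% = DMSO without agonist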
TAAR1 agonist: agonists of human TAAR1 | CHO RD-HGA16 TAAR1, Fluo-8 calcium fluorescence; vehicle wells 0%, saturating PEA agonist 100% | Q96RJ0 | AID 624467 | activation, % at 3 µM | 0.99% of 360,000 active;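 active = activation above the mean activation of all test compounds in the run plus 3 SD, cut at about 38% in these data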
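Benchmarks: low control DMSO, high control PEA (EC100); System: CHO RD-HGA16 cells carrying human TAAR1 plus Gα16; Detection: Fluo-8 fluorescence, 5 s baseline then 140 s kinetic read; Schedule: 17-24 h plating, Fluo-8 75 min 37 °C, 30 min RT; Read-out basis: % activation from peak over basal fluorescence ratio, DMSO-to-PEA scaled.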
M5 PAM: potentiates acetylcholine response at human M5 receptor; CHO-K1 hM5, Fluo-8 calcium, ACh EC20 PAM; 0% = ACh EC20, 100% = ACh EC100; P08912; 0.3% of 360,000 active; AID 624038; activation, % at 3 µM;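 active = activation above the run cutoff, the mean activation of all test compounds plus 3 SD, cut at about 18% in these data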
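system = human M5 receptor in CHO-K1 cells | compound = one concentration, 3 µM final (nominal) | schedule = Post-acetylcholine fluorescence recording 140 s | signal = Fluo-8 calcium dye fluorescence, kinetic read | benchmarks = low control EC20 acetylcholine (0%), high control EC100 acetylcholine (100%) | repeats = singlicate, one well per test compound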
* marks the source's active call; other numbers are inactive results; x = no result given.

SMILES	CHRM1 PAM	M1 antag	CHRM1 agonist	CHRM5 agonist	CHRM5 antagonist	CHRM4 agonist	M4 antag	TAAR1 agonist	M5 PAM
Cc1nc2ccc3[nH]snc3c2n1	0.7	2.0	-4.6	-3.4	-9.7	0.2	-11.1	5.9	5.2
COCC(=O)N(C)C1(c2nnnn2CCOC(=O)Nc2ccc(Cl)cc2)CCCC1	1.4	0.2	-5.7	-2.6	1.2	2.2	1.1	1.2	-0.9
CSCCC(c1nc2ccccc2[nH]1)n1c(C)nc2ccccc21 (centres undefined)	x	x	x	-1.0	-3.6	2.0	-12.7	1.2	2.6
O=C(O)/C=C\C(=O)Nc1ccccc1C(=O)N1CCN(c2ccc(Cl)cc2)CC1	-0.6	-7.6	1.6	3.2	9.5	6.5	10.1	8.9	-8.0
CCSc1nsc(NC(=O)Nc2ccccc2F)n1	-11.6	21.9	3.6	2.9	18.2	13.7	2.8	13.7	-23.3
O=C(Oc1cccc(-n2cnnn2)c1)c1ccco1	3.8	-1.7	-3.3	0.4	3.2	0.6	-5.6	15.6	-0.3
CCCCC(=O)Nc1cc(NC(=O)CCCC)cc(C(=O)O)c1	8.7	-7.8	-2.2	1.9	-8.0	0.3	-16.1	3.3	3.9
Nc1ccc(N2CCN(c3ccc(Cl)c(Cl)c3)CC2)cc1	-7.3	2.4	-8.3	0.1	8.2	2.7	11.1	6.1	-4.0
COc1ccc(-c2nc3c(C)cc(Br)cn3c2Cc2ccccc2)cc1OC	8.0	-40.1	-3.7	-6.0	6.5	-1.1	-7.2	0.9	3.6
COc1ccc(-c2[nH]ncc2CNCCn2cccn2)c(F)c1	8.3	-18.5	-2.8	-2.8	13.7	0.6	-7.4	2.6	-7.0
Cc1nn(C2CCS(=O)(=O)C2)c(C)c1CN(C)C(=O)c1ccccc1 (centres undefined)	3.5	-9.1	-3.5	-0.2	4.3	2.2	4.4	2.2	-1.9
CCC(Oc1ccccc1)C(=O)Nc1ccccc1C(=O)N1CCN(C)CC1 (centres undefined)	2.2	-5.6	-0.7	2.8	2.3	14.0	-9.7	8.7	-5.2
Cn1c(=O)c2c(nc(CN3CCN(C(=O)c4ccco4)CC3)n2Cc2ccccc2F)n(C)c1=O	-0.7	-6.5	-7.9	-1.1	0.1	2.8	-31.1	-0.4	-4.3
Cc1n[nH]c(=O)n(N=Cc2c[nH]c3ccccc23)c1=O	-1.4	4.5	-2.5	1.4	13.8	0.6	-0.9	2.0	-4.2
CS(=O)(=O)N(CC(=O)N1CCN(Cc2ccc3c(c2)OCO3)CC1)Cc1ccc(Cl)cc1	3.5	-8.8	3.7	4.5	7.2	11.6	14.7	11.3	-8.0
CC1Oc2ccccc2C=C1/C=N\NC(=O)c1cccnc1 (centres undefined)	21.4	-20.3	-0.1	4.0	-2.3	1.4	7.7	0.1	5.8
Nc1nc(SCC(=O)NC2CCCCCC2)[nH]c(=O)c1-c1ccccc1	6.0	-1.8	0.2	1.4	-5.3	1.2	-3.2	1.9	-0.4
COc1ccc(S(=O)(=O)NCC2CCCO2)cc1Cl (centres undefined)	16.1	-16.2	-1.9	6.1	-0.7	0.1	-0.4	-0.4	9.8
Cc1sc2ncnc(N[C@@H](Cc3c[nH]c4ccccc34)C(=O)O)c2c1C	10.3	-5.5	-5.2	-1.1	2.5	1.4	9.4	35.4	-3.9
CNc1cccc(-c2ccccc2CO)n1	-4.2	1.1	-4.0	-2.9	-5.7	1.6	-17.9	0.8	-5.9
NC(=O)C1CCN(CC(O)CSc2ccc(F)cc2)CC1 (centres undefined)	4.8	-5.8	-7.2	-4.5	-1.1	0.6	1.4	x	2.4
Oc1ccccc1C1SC(c2ccccc2O)SC(c2ccccc2O)S1 (centres undefined)	2.1	0.1	13.4	1.2	15.8	-0.3	11.3	6.6	-8.9
O=C(Nc1cccc(Cl)c1)C1CCCN(c2cnccn2)C1 (centres undefined)	-1.4	-3.0	-2.5	-2.0	-5.5	3.3	-0.2	5.0	1.2
COC(=O)c1ccc2c(=O)[nH]c(CCl)nc2c1	4.4	-6.4	-4.0	0.3	-3.0	0.7	-21.5	11.3	2.2
CCOc1ccc(S(=O)(=O)N2CCOCC2)cc1NC(=O)CSCC(=O)Nc1ccc(OC)cc1	5.6	-4.0	-4.4	-6.8	17.5	-0.1	14.0	2.3	-0.7
COc1cccc(/C=N/n2c(-c3ccco3)nc3ccccc3c2=O)c1OC	-7.0	17.6	-4.6	4.4	-4.7	6.1	6.0	9.6	-7.8
O=C(CCSc1ccccc1)NCCSCc1ccco1	-0.2	-1.8	-5.6	-4.2	-8.7	0.5	4.8	-0.7	0.7
CC1(C)c2ccccc2-n2c1cc1oc(=O)cc(O)c1c2=O	15.3	-27.8	-0.5	6.1	-1.5	-0.7	9.8	-1.6	5.4
CC(C)NC(=O)/C(=C\c1cccc([N+](=O)[O-])c1)NC(=O)c1ccccc1	1.2	-14.0	-3.0	2.6	-0.9	0.1	-1.6	15.5	-5.0
COc1cccc(CNC(=O)C2CCN(S(=O)(=O)c3ccc4c(c3)NC(=O)CO4)CC2)c1	16.4	0.1	2.0	-5.3	2.1	0.9	4.3	1.8	0.5

3 compounds drawn at random from those above:
SMILES	CHRM1 PAM	M1 antag	CHRM1 agonist	CHRM5 agonist	CHRM5 antagonist	CHRM4 agonist	M4 antag	TAAR1 agonist	M5 PAM
NC(=O)C1CCN(CC(O)CSc2ccc(F)cc2)CC1 (centres undefined)	4.8	-5.8	-7.2	-4.5	-1.1	0.6	1.4	x	2.4
CCOc1ccc(S(=O)(=O)N2CCOCC2)cc1NC(=O)CSCC(=O)Nc1ccc(OC)cc1	5.6	-4.0	-4.4	-6.8	17.5	-0.1	14.0	2.3	-0.7
Cc1nn(C2CCS(=O)(=O)C2)c(C)c1CN(C)C(=O)c1ccccc1 (centres undefined)	3.5	-9.1	-3.5	-0.2	4.3	2.2	4.4	2.2	-1.9

The results go on:
SMILES	CHRM1 PAM	M1 antag	CHRM1 agonist	CHRM5 agonist	CHRM5 antagonist	CHRM4 agonist	M4 antag	TAAR1 agonist	M5 PAM
COc1cc(SC)ccc1C(=O)N1CCN(c2ccc(O)cc2)CC1	-3.1	9.8	-1.6	-0.1	-1.7	2.6	-7.7	14.9	3.9
CCN(CC)S(=O)(=O)c1ccc(-n2c(=O)c(C(C)C)c(C)n2C)cc1	-2.2	-7.2	-14.4	-5.1	-3.6	2.7	-19.7	2.5	-4.8
CCCS(=O)(=O)NC(=O)C1(C)CCCN(C(=O)c2ccc(F)cc2Cl)C1 (centres undefined)	9.9	-6.8	-1.2	0.0	-0.7	0.2	-4.4	x	2.1
CCOc1ccc(C2N(c3ccc(F)cc3)C(=O)C3CCCN32)cc1 (centres undefined)	3.9	-4.3	-6.1	0.6	3.4	1.0	1.7	-0.3	-7.2
O=C(NNC(=O)c1csc(-c2cccnc2)n1)Nc1ccc(Cl)cc1	10.1	-8.3	-0.7	0.5	25.6	5.5	-0.1	11.3	-11.7
O=C(NCCCc1ccccc1)c1cccc([N+](=O)[O-])c1	3.4	6.7	-0.5	-4.7	1.7	2.1	3.6	0.7	-9.0
O=C(O)Cn1nc(-c2ccc(Cl)cc2)ccc1=O	0.2	-4.1	-2.6	-2.2	-3.7	1.6	6.4	-1.1	0.3
Cc1ccc(C(=O)c2nc3c(n2O)CCCC3)cc1	-2.2	-26.8	0.7	-2.2	-2.8	1.5	-6.9	6.4	3.2
COc1ccccc1CNC(=O)C1CCN(Cc2nc(-c3cccc(Cl)c3)oc2C)CC1	10.7	-12.3	-3.7	1.2	-1.5	5.0	4.9	-0.8	4.0
O=C(CN1C(=O)NC(Cc2c[nH]c3ccccc23)C1=O)NC1CC1 (centres undefined)	4.0	-10.4	-2.2	0.6	9.1	1.7	3.1	2.5	-4.0
O=C(COC(=O)c1ccccc1Br)NCC1CCCO1 (centres undefined)	7.8	3.7	-2.4	0.6	6.0	2.8	-6.0	16.5	3.3
CC(C)(C)c1ccc(C(=O)N/C(=C\c2ccco2)C(=O)Nc2ccccc2C(=O)O)cc1	-1.8	3.8	-3.2	-2.5	9.5	2.6	-6.3	1.7	-6.9
CCN(C(=S)Nc1cccc2ccccc12)c1ccccc1	8.9	-3.4	0.9	-0.3	5.7	0.2	-14.9	-0.3	-2.5
CCOC(=O)N1CCN(C(=O)CN2C(=O)COc3ccc(S(=O)(=O)N4CCOCC4)cc32)CC1	0.1	-3.5	-5.2	-6.3	-2.3	2.3	-3.3	0.6	-3.2
O=c1c(Cc2ccccc2)c(O)nc2n1CCS2	4.4	-13.6	-2.3	1.7	-3.6	-1.6	3.8	1.5	0.3
CC(C)=CCCC(C)CN(C)CCc1ccccn1 (centres undefined)	-18.9	41.7*	-8.2	-10.8	-1.1	3.2	13.8	5.5	10.7
Cc1ccc(S(=O)(=O)N(C)C)cc1NC(=O)COC(=O)/C=C/c1ccc2ccccc2n1	6.0	-10.9	-0.7	-2.9	4.3	4.6	-2.8	0.9	-7.5
CCOc1ccc2oc(C(=O)NCC3CCCO3)c(C)c2c1 (centres undefined)	0.1	25.1*	-2.4	-0.2	6.2	1.9	0.1	4.2	-10.2
CCCN(CC(=O)Nc1ccccc1OC)C(=O)Cc1ccc2c(c1)CCC2	-1.5	1.7	-4.0	-5.7	-8.8	2.9	-17.5	x	-3.8
CCC(=O)Nc1ccccc1C(=O)C(=O)Nc1ccccc1	12.7	0.1	-6.3	1.9	-0.7	1.7	-4.1	4.9	-0.3
CC(=O)c1cc2c(cc1NC(=O)Cn1nc(-c3ccc(C)cc3)ccc1=O)OCO2	-0.3	-4.0	-3.6	-1.2	-0.6	1.3	-1.6	1.9	3.0
N#CCSc1nc2c(c(C3CC=CCC3)c1C#N)CCC2 (centres undefined)	6.6	-2.4	-6.5	-2.8	-0.6	-2.3	6.7	16.9	-0.9
COc1cccc(C2=NOC(C(=O)Nc3cccc(C(C)=O)c3)C2)c1OC (centres undefined)	-2.6	7.6	4.4	3.8	15.2	8.6	7.2	13.9	-9.7
O=C(N[C@@H](Cc1ccccc1)C(=O)OCc1ccccc1)c1nc[nH]c1C(=O)NCc1ccccc1	18.1	-10.3	6.3	-2.8	15.2	1.6	18.6	5.6	-15.9
CCOc1ccc(-c2c(C)n([O-])c3c([n+]2=O)CCCC3)cc1	-1.0	-43.3	1.0	-2.2	-0.4	0.4	-3.5	0.4	2.2
CCOC1CCCc2oc(-c3ccc(OC)cc3)c(C(=O)NCCCCO)c21 (centres undefined)	x	x	x	-0.3	10.3	1.1	-16.7	8.1	-8.2
CCOc1ccc(CCNC(=O)c2cccc(NC3=NC4CS(=O)(=O)CC4S3)c2)cc1OCC (centres undefined)	-6.5	8.1	-3.1	-0.4	2.3	0.9	-11.4	0.2	-3.6
O=c1[nH][nH]c(C(F)(F)F)c1C=NCc1ccccc1Cl	5.1	-18.8	-1.5	-1.6	18.2	1.5	-4.6	23.7	2.9
Cc1cc(C#Cc2c(-c3ccccc3)n(C)c3ccccc23)ccc1F	17.0	-17.8	0.8	-0.3	5.4	0.7	-13.5	0.7	8.2
CCOc1ccc(NC(=O)COC(=O)COc2cccc3c2OC(C)(C)C3)cc1	-0.9	6.6	-2.5	0.5	-11.6	7.0	1.4	-2.4	-2.5

An excerpt. The share of hits here may be higher or lower than overall.
